# Screening data deposited in PubChem BioAssay by Broad Institute.
# EZH2 inh – inhibitors of human EZH2/PRC2 methyltransferase. Q15910. PRC2 H3K27 methylation, DELFIA TRF, 1 h. inhibition, % at 12.5 µM. 57,000 compounds, 0.35% hits. AID 651548;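 active = mean inhibition of replicates at least 50% and every single replicate also reaching 50%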;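 also: dimethyl H3K27 on biotinylated H3 21-44 peptide detected by antibody; plate controls were median neutral control wells for no effect and median positive control wells for full effect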
# Target sequence (Q15910 whole entry, looked up): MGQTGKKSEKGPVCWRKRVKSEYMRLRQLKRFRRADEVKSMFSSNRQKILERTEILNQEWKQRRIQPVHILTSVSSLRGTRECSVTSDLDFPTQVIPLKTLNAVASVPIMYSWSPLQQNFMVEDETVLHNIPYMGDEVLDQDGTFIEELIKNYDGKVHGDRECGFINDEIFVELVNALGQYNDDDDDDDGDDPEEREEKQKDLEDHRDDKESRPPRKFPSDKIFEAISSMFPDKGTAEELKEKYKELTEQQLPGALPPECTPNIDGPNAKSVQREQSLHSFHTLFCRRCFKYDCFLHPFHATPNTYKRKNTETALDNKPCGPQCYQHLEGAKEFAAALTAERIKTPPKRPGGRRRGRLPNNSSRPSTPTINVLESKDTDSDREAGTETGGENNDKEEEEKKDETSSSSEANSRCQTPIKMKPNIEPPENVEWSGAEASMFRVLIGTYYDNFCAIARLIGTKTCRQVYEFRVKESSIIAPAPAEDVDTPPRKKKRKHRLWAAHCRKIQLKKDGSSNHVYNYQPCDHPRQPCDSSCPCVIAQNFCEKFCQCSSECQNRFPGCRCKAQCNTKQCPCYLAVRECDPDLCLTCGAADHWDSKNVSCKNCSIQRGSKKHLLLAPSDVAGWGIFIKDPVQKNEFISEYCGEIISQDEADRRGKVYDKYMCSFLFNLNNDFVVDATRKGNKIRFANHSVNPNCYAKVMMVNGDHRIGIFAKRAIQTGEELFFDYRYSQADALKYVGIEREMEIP
# IDH1 R132H inh – inhibitors of human IDH1 R132H. O75874. IDH1 R132H reductase, diaphorase/resazurin fluorescence, 60 min. 70,000 compounds, 0.18% hits. inhibition, % at 10 µM; in the data active = inhibition above about 34%;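 also: 0% = DMSO and 100% = no enzyme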
# * = called active by the depositor; . = no result given. This is a subset; count on the stated rates, not on these rows.
SMILES	EZH2 inh	IDH1 R132H inh
COc1ccc(S(=O)(=O)Nc2ccc3c(c2)CC(=O)N([C@H](C)CO)C[C@@H](C)[C@H](CN(C)C(=O)Nc2c(C)noc2C)O3)cc1	.	0.0
C[C@H]1CN([C@@H](C)CO)C(=O)Cc2cc(NS(=O)(=O)c3cccs3)ccc2O[C@H]1CN(C)Cc1ccc(C(=O)Nc2ccccc2N)cc1	-2	0.7
O=C(C[C@H]1C=C[C@H](NC(=O)Nc2ccc3c(c2)OCO3)[C@H](CO)O1)NCc1ccc(Cl)cc1	4	-0.2
Cc1cc(C)c(C(=O)/C=C(\N2CCCC2)C(F)(F)F)c(=O)[nH]1	-1	0.8
COCC#Cc1ccc2c(c1)O[C@H](CN(C)C(=O)NC(C)C)[C@H](C)CN([C@H](C)CO)S2(=O)=O	-11	-5.0
O=C(C[C@@H]1CC[C@H](NC(=O)C2CC2)[C@@H](CO)O1)Nc1nccs1	-4	-0.2
CN1CCN(C(=O)c2nc3ccc(Cl)cc3[nH]2)CC1	1	2.0
O=C(C[C@H]1C[C@H]2c3cc(NC(=O)c4ccc5c(c4)OCO5)ccc3O[C@H]2[C@H](CO)O1)NC1CCCC1	5	-0.1
O=C(C[C@H]1C=C[C@H](NS(=O)(=O)c2ccc(F)cc2)[C@@H](CO)O1)NC1CCC1	-8	0.3
C=CCOC(=O)[C@H]1[C@@H]2C(=O)O[C@@H](c3ccccc3)[C@@H](c3ccccc3)N2[C@@H](c2ccc(OCCOC(=O)[C@@H]3C[C@@H]4C(=O)N[C@@H](Cc5ccccc5)C(=O)N4[C@@H]3c3ccc(O)cc3)cc2)[C@]12C(=O)Nc1ccc(I)cc12	-19	0.1
O=C(CCn1cnc2ccccc2c1=O)Nc1ccc2c3c(cccc13)CC2	-3	1.1
CO[C@H](CN(C)S(=O)(=O)c1ccc(Cl)cc1)[C@H](C)CN(Cc1ccccc1Cl)[C@H](C)CO	33	-0.6
C[C@H]1CN([C@@H](C)CO)C(=O)Cc2cc(NC(=O)Nc3ccc(C(F)(F)F)cc3)ccc2O[C@H]1CN(C)C(=O)Nc1ccc(C(F)(F)F)cc1	.	0.3
C[C@H]1CN([C@@H](C)CO)C(=O)c2cc(NS(=O)(=O)c3cccs3)ccc2O[C@H]1CN(C)C(=O)Nc1ccc2c(c1)OCO2	.	2.5
COC(=O)c1c(NC(=O)c2nc3nc(C)cc(C(F)F)n3n2)sc2c1CCC2	2	0.7
C[C@@H]1CCCCO[C@@H](CN(C)C(=O)CCC(F)(F)F)[C@@H](C)CN([C@H](C)CO)C(=O)c2cc(NS(=O)(=O)c3cccs3)ccc2O1	.	1.5
CN(C)C(=O)C[C@@H]1C=C[C@H](NC(=O)NC2CCCC2)[C@@H](CO)O1	11	-0.2
Cc1noc(C)c1S(=O)(=O)N(C)C[C@@H]1Oc2c(NC(=O)C3CC3)cccc2C(=O)N([C@@H](C)CO)C[C@@H]1C	.	2.4
Cc1cc(C)c(S(=O)(=O)Nc2c(C)[nH]c(=O)[nH]c2=O)c(C)c1	-5	0.3
CO[C@@H]1CN(C)C(=O)c2cc(NC(=O)C3CC3)ccc2OC[C@H](C)N(C(=O)NC(C)C)C[C@@H]1C	6	-0.3

# Going on with the list:
SMILES	EZH2 inh	IDH1 R132H inh
CO[C@H]1CN(C)C(=O)c2ccc(NC(=O)Nc3cc(F)ccc3F)cc2OC[C@@H](C)N(C(=O)c2ccccn2)C[C@@H]1C	-4	-0.1
C[C@@H]1CN([C@H](C)CO)C(=O)c2cc(N(C)C)ccc2O[C@@H](C)CCCCO[C@H]1CN(C)C(=O)C1CCCCC1	-2	-0.5
CCOc1ccccc1Nc1nc(N)nc(CSc2nccc(C)n2)n1	-13	0.1
O=C(C[C@@H]1CC[C@H](NC(=O)CN2CCOCC2)[C@H](CO)O1)NC1CCC1	-3	0.4
Cc1noc(C)c1S(=O)(=O)Nc1ccc2c(c1)CC(=O)N([C@H](C)CO)C[C@H](C)[C@@H](CN(C)C(=O)Nc1cccc3ccccc13)O2	.	3.5
C[C@@H]1CN([C@H](C)CO)C(=O)c2cc(NC(=O)Nc3cccc4ccccc34)ccc2O[C@@H]1CN(C)Cc1ccc2c(c1)OCO2	6	-17
C[C@H](CO)N1C[C@H](C)[C@@H](CN(C)CC2CCCCC2)Oc2ccc(NS(=O)(=O)c3cccs3)cc2CC1=O	0	1.1
COc1ccc(S(=O)(=O)N(C)C[C@@H]2Oc3ccc(NC(=O)c4ccncc4)cc3CC(=O)N([C@H](C)CO)C[C@H]2C)cc1	.	0.1
COc1ccc([N+](=O)[O-])cc1N(CC(=O)Nc1cccc(Br)c1)S(C)(=O)=O	7	0.2
C[C@@H]1CCCCO[C@@H](CN(C)Cc2ccccc2)[C@H](C)CN([C@@H](C)CO)C(=O)c2cc(NC(=O)Nc3ccccc3)ccc2O1	.	0.9
C[C@H]1CCCCO[C@H](CN(C)C(=O)c2ccccc2)[C@@H](C)CN([C@@H](C)CO)C(=O)c2cc(NC(=O)CCC(F)(F)F)ccc2O1	.	8.1
C[C@@H]1CN([C@H](C)CO)C(=O)c2cc(NC(=O)Cn3cnnn3)ccc2O[C@H]1CN(C)Cc1ccc(Cl)c(Cl)c1	6	0.8
CO[C@H]1CN(C)C(=O)c2cc(NS(=O)(=O)c3ccccc3C)ccc2OC[C@H](C)N(S(C)(=O)=O)C[C@H]1C	8	-0.1
O=C(N/N=C\c1ccc2ccccc2n1)c1ccccn1	2	-0.9
C[C@@H]1CC[C@]2(C(=O)O[C@@H]3O[C@H](CO)[C@@H](O)[C@H](O)[C@H]3O)CC[C@]3(C(=O)O)C(=CCC4[C@@]5(C)CC[C@H](OC6OC[C@@H](O)[C@H](O)[C@H]6O)C(C)(C)C5CC[C@]43C)C2[C@H]1C (stereo not given in full)	.	-0.2
C[C@@H]1CCCCO[C@H](CN(C)C(=O)CCCN(C)C)[C@@H](C)CN([C@H](C)CO)C(=O)c2cc(NC(=O)CCCN(C)C)ccc2O1	.	0.8
CN(C)CC(=O)Nc1ccc2c(c1)[C@H]1C[C@@H](CC(=O)NCc3ccccc3F)O[C@H](CO)[C@H]1O2	5	-1.7
Cc1noc(C)c1NC(=O)N[C@H]1C=C[C@@H](CC(=O)N2CCN(C)CC2)O[C@H]1CO	-8	0.5
COCC#Cc1cnc2c(c1)C(=O)N([C@H](C)CO)C[C@H](C)[C@H](CN(C)C(=O)Cc1ccccc1)O2	.	0.4
Cc1ccc(S(=O)(=O)Nc2ccc3c(c2)C(=O)N([C@H](C)CO)C[C@@H](C)[C@H](CN(C)S(=O)(=O)c2ccc(F)cc2)OCCCC[C@H](C)O3)cc1	.	0.0

# Next part
SMILES	EZH2 inh	IDH1 R132H inh
CSc1ccccc1NC(=O)CN(c1ccccc1Br)S(C)(=O)=O	6	0.3
NCC[C@@H]1CC[C@@H](NC(=O)Cc2ccncc2)[C@H](CO)O1	2	0.3
O=c1[nH]c(CSc2nnc(-c3ccccc3)o2)nc2ccccc12	-11	-0.5
COc1ccc(OC)c(-c2nc(C)sc2CC(=O)O)c1	2	0.0
C[C@@H]1CN([C@H](C)CO)C(=O)Cc2cc(NS(C)(=O)=O)ccc2O[C@@H]1CN(C)C(=O)Nc1ccc(F)cc1	5	1.9
O=C(O)CCC(=O)Nc1ccc(F)cc1	4	0.3
CC(C)NC(=O)N(C)C[C@H]1Oc2c(NC(=O)Nc3ccc4c(c3)OCO4)cccc2C(=O)N([C@@H](C)CO)C[C@H]1C	.	-0.4
C[C@@H]1CN([C@H](C)CO)C(=O)CCCn2cc(nn2)CO[C@H]1CN(C)S(=O)(=O)c1ccc2c(c1)OCCCO2	.	-2.4
C[C@H](CO)N1C[C@H](C)[C@H](CN(C)S(=O)(=O)c2ccccc2)Oc2cc(-c3cccc(F)c3)ccc2S1(=O)=O	-3	.
CC(C)NC(=O)N(C)C[C@@H]1Oc2ncc(C#CC3(O)CCCC3)cc2C(=O)N([C@H](C)CO)C[C@@H]1C	7	-2.9
O=C(NCC[C@@H]1CC[C@H](NS(=O)(=O)c2ccc(F)cc2)[C@H](CO)O1)Nc1ccc(Cl)cc1	-10	-0.3
C[C@@H]1CN([C@H](C)CO)C(=O)c2cc(NS(C)(=O)=O)ccc2O[C@@H](C)CCCCO[C@@H]1CN(C)Cc1ccncc1	3	-1.0
C[C@H]1CN([C@@H](C)CO)C(=O)CCCn2nncc2CO[C@H]1CN(C)Cc1ccncc1	-6	-5.8
COc1ccc(S(=O)(=O)Nc2ccc3c(c2)C(=O)N([C@@H](C)CO)C[C@@H](C)[C@H](CN(C)CC2CCCCC2)O3)cc1	-2	2.7
COCC(=O)Nc1ccc2c(c1)OC[C@H](C)N(CC1CCCCC1)C[C@@H](C)[C@@H](OC)CN(C)C2=O	-4	-0.4
COc1ccc(NC(=O)N[C@@H]2C=C[C@@H](CC(=O)NCc3ccccn3)O[C@H]2CO)cc1	-5	-0.1
C[C@@H]1CN([C@H](C)CO)C(=O)c2cc(/C=C/c3ccccc3)cnc2O[C@@H]1CN(C)C(=O)CN1CCOCC1	-1	-1.9
Cc1noc(C)c1NC(=O)Nc1ccc2c(c1)C(=O)N([C@@H](C)CO)C[C@@H](C)[C@@H](CN(C)C(=O)C1CCCCC1)OCCCC[C@@H](C)O2	.	0.7
C[C@@H]1CCCCO[C@@H](CN(C)C(=O)Nc2ccccc2)[C@@H](C)CN([C@@H](C)CO)C(=O)c2cc(NC(=O)Nc3ccccc3)ccc2O1	.	-0.5
COc1ccc(S(=O)(=O)Nc2ccc3c(c2)CC(=O)N([C@@H](C)CO)C[C@H](C)[C@H](CN(C)S(=O)(=O)c2cn(C)cn2)O3)cc1	.	0.4

# Some of the entries above, reformatted.
# Under each structure: EZH2 inh, IDH1 R132H inh
O=c1[nH]c(CSc2nnc(-c3ccccc3)o2)nc2ccccc12
→ -11, -0.5
COc1ccc(OC)c(-c2nc(C)sc2CC(=O)O)c1
→ 2, 0.0
C[C@@H]1CN([C@H](C)CO)C(=O)Cc2cc(NS(C)(=O)=O)ccc2O[C@@H]1CN(C)C(=O)Nc1ccc(F)cc1
→ 5, 1.9
O=C(O)CCC(=O)Nc1ccc(F)cc1
→ 4, 0.3
CC(C)NC(=O)N(C)C[C@H]1Oc2c(NC(=O)Nc3ccc4c(c3)OCO4)cccc2C(=O)N([C@@H](C)CO)C[C@H]1C
→ ., -0.4
C[C@@H]1CN([C@H](C)CO)C(=O)CCCn2cc(nn2)CO[C@H]1CN(C)S(=O)(=O)c1ccc2c(c1)OCCCO2
→ ., -2.4
C[C@H](CO)N1C[C@H](C)[C@H](CN(C)S(=O)(=O)c2ccccc2)Oc2cc(-c3cccc(F)c3)ccc2S1(=O)=O
→ -3, .
CC(C)NC(=O)N(C)C[C@@H]1Oc2ncc(C#CC3(O)CCCC3)cc2C(=O)N([C@H](C)CO)C[C@@H]1C
→ 7, -2.9
O=C(NCC[C@@H]1CC[C@H](NS(=O)(=O)c2ccc(F)cc2)[C@H](CO)O1)Nc1ccc(Cl)cc1
→ -10, -0.3

# (continued)
SMILES	EZH2 inh	IDH1 R132H inh
COc1c(F)c(F)c(C(=O)O)c(Nc2ccc(C)cc2C)c1F	18	-1.4
COC(=O)C(NC(=O)c1ccccc1)(c1c(C)[nH]n(-c2ccccc2)c1=O)C(F)(F)F (stereo not given)	-3	-0.2
COc1ccc(S(=O)(=O)N(C)C[C@@H]2Oc3ccc(NS(=O)(=O)c4cn(C)cn4)cc3CC(=O)N([C@@H](C)CO)C[C@@H]2C)cc1	.	1.4
NCC[C@@H]1CC[C@@H](NC(=O)c2ccccc2F)[C@@H](CO)O1	3	0.0
O=C(C[C@@H]1C[C@H]2c3cc(NC(=O)C4CCOCC4)ccc3O[C@H]2[C@H](CO)O1)NCCN1CCCCC1	4	0.4
COc1ccc(NC(=O)N(C)C[C@@H]2Oc3c(NC(=O)CCCCCC(=O)Nc4ccccc4N)cccc3C(=O)N([C@@H](C)CO)C[C@@H]2C)cc1	-13	-0.3
O=C(NCc1cccnc1)c1ccc(-c2ccccc2[N+](=O)[O-])o1	-3	0.2
C[C@@H]1CN([C@H](C)CO)C(=O)c2cccc(NC(=O)Nc3ccccc3)c2O[C@@H]1CN(C)CC1CCCCC1	5	2.6
Cc1ccc(S(=O)(=O)Nc2cccc3c2O[C@H](CN(C)C(=O)Nc2c(C)noc2C)[C@H](C)CN([C@H](C)CO)C3=O)cc1	.	1.7
CC(C)NC(=O)N[C@H]1CC[C@@H](CCNC(=O)C2CC2)O[C@@H]1CO	0	0.1
COc1ccc(S(=O)(=O)Nc2cccc3c2O[C@@H](CN(C)Cc2ccc(C(=O)Nc4ccccc4N)cc2)[C@H](C)CN([C@H](C)CO)C3=O)cc1	-15	.
CCCC#Cc1cnc2c(c1)C(=O)N([C@H](C)CO)C[C@H](C)[C@@H](CN(C)C(=O)c1ccc(F)cc1)O2	.	-0.2
CO[C@H]1CN(C)C(=O)c2ccc(NC(=O)Nc3ccccc3)cc2OC[C@@H](C)NC[C@H]1C	-4	0.2
C[C@H](NC(=O)C[C@@H]1C[C@@H]2c3cc(NC(=O)Nc4ccc(C(F)(F)F)cc4)ccc3O[C@@H]2[C@H](CO)O1)c1ccccc1	-11	-0.1
C[C@H]1CCCCO[C@H](CN(C)S(=O)(=O)c2cccs2)[C@@H](C)CN([C@@H](C)CO)C(=O)c2cc(NC(=O)Nc3cccc4ccccc34)ccc2O1	.	-1.1
CC(=O)N[C@H]1CC[C@@H](CC(=O)NCC2CCCCC2)O[C@H]1CO	25	0.1
CO[C@H]1CN(C)C(=O)c2ccc(NC(=O)c3cc(C)on3)cc2OC[C@@H](C)NC[C@@H]1C	2	0.2
